Compound activity: PubChem BioAssay, several laboratories
PHOSPHO1 inh = inhibitors of human PHOSPHO1 phosphatase | recombinant PHOSPHO1, absorbance phosphatase assay | inhibition, % at 13.3 µM | 290,000 tested, 1.1% active; in the data active means inhibition above about 60%
pCIP destab = lowers stability of the mouse p/CIP coactivator protein. Q05BA5. 290,000 tested, 0.01% active. F442A p/CIP-EGFP cells, EGFP fluorescence, 16 h. decrease of EGFP signal, % at 10 µM;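 active means EGFP signal decrease of at least 30% at 10 µM or well 3 SD below plate mean, unless failing retest; inactive means the rest, including hits failing retest or dose response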; further: some compounds called inactive have numbers as strong as hits; many of its hits are not listed in these tables
Target sequence (Q05BA5 1-1403): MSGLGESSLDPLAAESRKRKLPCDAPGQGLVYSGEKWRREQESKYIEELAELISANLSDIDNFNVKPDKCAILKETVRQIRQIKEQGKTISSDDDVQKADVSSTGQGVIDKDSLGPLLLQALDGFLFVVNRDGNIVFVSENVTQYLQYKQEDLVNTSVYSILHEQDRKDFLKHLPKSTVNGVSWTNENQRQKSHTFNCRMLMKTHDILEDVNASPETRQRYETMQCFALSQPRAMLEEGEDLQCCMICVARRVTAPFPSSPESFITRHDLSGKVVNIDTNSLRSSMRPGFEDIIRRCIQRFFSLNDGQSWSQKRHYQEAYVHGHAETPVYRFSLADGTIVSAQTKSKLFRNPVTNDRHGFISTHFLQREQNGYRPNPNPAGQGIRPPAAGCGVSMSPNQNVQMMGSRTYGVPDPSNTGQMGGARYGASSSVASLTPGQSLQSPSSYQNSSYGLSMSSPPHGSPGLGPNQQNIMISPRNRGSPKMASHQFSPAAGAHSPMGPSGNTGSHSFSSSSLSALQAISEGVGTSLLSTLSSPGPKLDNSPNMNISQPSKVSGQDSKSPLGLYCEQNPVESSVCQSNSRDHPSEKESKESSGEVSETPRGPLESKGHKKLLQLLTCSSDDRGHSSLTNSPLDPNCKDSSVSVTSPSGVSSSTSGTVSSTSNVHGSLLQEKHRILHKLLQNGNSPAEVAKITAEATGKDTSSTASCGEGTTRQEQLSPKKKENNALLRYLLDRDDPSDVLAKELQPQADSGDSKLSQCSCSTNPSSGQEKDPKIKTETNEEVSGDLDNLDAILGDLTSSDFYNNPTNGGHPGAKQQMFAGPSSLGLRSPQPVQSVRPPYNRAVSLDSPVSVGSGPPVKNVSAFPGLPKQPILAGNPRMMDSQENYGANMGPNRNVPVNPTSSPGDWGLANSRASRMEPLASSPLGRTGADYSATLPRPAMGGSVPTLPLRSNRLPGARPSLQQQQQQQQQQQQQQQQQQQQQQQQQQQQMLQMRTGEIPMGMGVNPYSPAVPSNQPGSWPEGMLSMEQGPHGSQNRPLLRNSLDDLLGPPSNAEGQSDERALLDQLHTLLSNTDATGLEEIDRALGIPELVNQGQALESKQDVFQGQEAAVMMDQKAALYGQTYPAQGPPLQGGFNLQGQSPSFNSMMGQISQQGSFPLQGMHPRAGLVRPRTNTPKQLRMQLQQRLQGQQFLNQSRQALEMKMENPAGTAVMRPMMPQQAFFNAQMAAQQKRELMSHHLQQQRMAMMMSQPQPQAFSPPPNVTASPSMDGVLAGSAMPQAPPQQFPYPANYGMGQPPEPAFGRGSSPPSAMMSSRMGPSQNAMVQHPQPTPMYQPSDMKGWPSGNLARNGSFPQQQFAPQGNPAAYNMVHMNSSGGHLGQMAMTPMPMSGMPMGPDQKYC
IDE act = IDE (human) activation, cell-based; P14735; HEK cells, FAbeta-B cleavage, fluorescence polarization; 0% vehicle, 100% cell-free pure enzyme wells; activation, % at 5.96 µM; 340,000 tested, 0.073% active;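 active means activation above the mean of all tested compounds plus 3 SD, set per screening campaign, cut at about 17% in these data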
MEKK3 PB1 HTS = raises or lowers MEK5 binding to the human MEKK3 PB1 domain; bead-based flow cytometry, Alexa488-MEK5 binding to MEKK3; actives lie on both sides; 0 = blocked by unlabeled MEK5, 100 = vehicle; binding response (% of control), % at 10 µM; 290,000 tested, 1.4% active; AID 1529;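 active means binding response more than 3 SD above or below the average of its plate-row segment, actives on both sides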;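 further: Alexa488 bead fluorescence after subtracting the streptavidin-only scavenger bead signal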
UBC9 SUMO inh = inhibitors of human SUMOylation (UBC9) | P63279 | HTRF SUMOylation assay, SAE1/SAE2 + UBC9, in vitro | inhibition, % at 35 µM | 290,000 tested, 0.36% active | AID 2006; in the data active means inhibition above about 50%, passing the limit was not always enough; further: strong numbers were not always called active
IMP-1 inhibitor = blocks Pseudomonas aeruginosa IMP-1 metallo-beta-lactamase; purified IMP-1, nitrocefin hydrolysis, epi-absorbance fluorescence; inhibition, % at 5.6 µM; 290,000 tested, 0.45% active;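 active means inhibition above the mean plus 3 SD of all compounds in the same screening run, cut at about 4.5% in these data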;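 further: 0% = IMP-1 with DMSO and 100% = DMSO wells lacking enzyme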
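assay system = purified recombinant IMP-1 metallo-beta-lactamase enzyme | schedule = 15 min preincubation plus 25 min reaction at 25 °C | signal = Epi-absorbance fluorescence, 480 nm excitation, 530 nm emission | read-out basis = percent inhibition from optical density relative to buffer-blank wells | controls = IMP-1 with DMSO as 0%, enzyme-free DMSO as 100%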
VIM-2 inhibitor = blocks Pseudomonas aeruginosa VIM-2 metallo-beta-lactamase; purified VIM-2, nitrocefin hydrolysis, epi-absorbance fluorescence; inhibition, % at 5.6 µM; 290,000 tested, 0.89% active;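 active means inhibition above the mean of all tested compounds plus 3 SD, cutoff set per screening run, cut at about 7.5% in these data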;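 further: red hydrolysis product quenches plate fluorescence so inhibitors raise well fluorescence; 0% = enzyme with DMSO and 100% = DMSO without enzyme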
DNA FID counter = displaces DNA intercalator in HCV helicase counter-screen; DNA fluorescent intercalator displacement, fluorescence; inhibition, % at 7.9 µM; 290,000 tested, 0.17% active; AID 1845; in the data active means inhibition above about 37%;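 further: 0% = vehicle and 100% = reference compound; higher means more ethidium bromide displaced from hairpin DNA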
HCV NS3 hel inh = inhibitors of Hepatitis C virus NS3 helicase; NS3 helicase DNA unwinding, Cy5 molecular beacon fluorescence; inhibition, % at 10.9 µM; AID 1800; 290,000 tested, 0.56% active;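 active means inhibition above the mean of all tested compounds plus 3 SD, set per campaign, cut at about 35% in these data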;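 further: 0% = DMSO wells and 100% = thioflavine S control wells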
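Test system: hepatitis C virus NS3 helicase domain fragment enzyme. Also added: annealed dual-labelled DNA beacon duplex, ATP-started. Timing: 60 min unwinding reaction at 25 °C after ATP addition. Technique: Cy5 fluorescence. Measure: % inhibition of unwinding.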
Numbers without * were called inactive; nt = no result given. A portion of the library; the hit share may differ from the screen's.

SMILES	PHOSPHO1 inh	pCIP destab	IDE act	MEKK3 PB1 HTS	UBC9 SUMO inh	IMP-1 inhibitor	VIM-2 inhibitor	DNA FID counter	HCV NS3 hel inh
O=C(NCc1ccco1)C(c1ccccc1F)N(CC1CCCO1)C(=O)Cn1nnc2ccccc21 (stereo unspecified)	-52	-11	-4	105	16	-2.6	-0.1	-25	8
COC1CCN(C(=O)C2CCC(=O)N(CCc3cccc(F)c3)C2)CC1 (stereo unspecified)	9	-10	5	107	2	-1.4	-3.9	-14	7
CC(=O)c1ccc(N(C(=O)Cc2c[nH]c3ccccc23)C(C(=O)NC2CCCCC2)c2cccs2)cc1 (stereo unspecified)	23	-2	6	105	-6	-2.1	-1.8	-12	9
Cc1ccccc1N(CC(=O)NC1CCCCC1)C(=O)CCC(=O)Nc1nccs1	28	-9	-1	101	-2	-0.3	-2.8	-48	-1
C=CCOc1ccccc1CNCCc1ccc(S(N)(=O)=O)cc1	-17	-4	5	88	5	-1.5	-1.5	8	6
CC1=CC2=NC(=O)CC(C)(C(=O)N(CC(=O)NC3CCCC3)c3ccccc3F)N2C=C1 (stereo unspecified)	22	-16	2	101	10	0.0	-2.2	-8	4
Cc1c2c(n3c(nc4ccccc43)c1C#N)N(Cc1cccnc1)CC2	nt	nt	nt	nt	nt	-1.8	9.6*	-5	-3
Cn1cc(CNC(=O)C2CCC(=O)N(Cc3ccc(Cl)cc3)C2)cn1 (stereo unspecified)	58	3	-2	103	-11	0.3	0.5	-11	6
O=C(CN1C(=O)/C(=C2\SC(=S)N(CCS(=O)(=O)O)C2=O)c2ccccc21)Nc1cccc(Br)c1	-115	-3	-3	93	56*	13*	1.2	58*	32
COc1ccc(NC(=O)Cn2cnc3sc(C)c(S(=O)(=O)N4CCOCC4)c3c2=O)cc1Cl	-2	-2	-4	101	-1	-4.2	-3.7	-4	-2
CCOc1ccc(NS(=O)(=O)c2cc(NC(=O)c3ccc(C)cc3)ccc2Cl)cc1	-11	-3	0	109	-3	-0.9	-1.6	-8	-5
O=C(C1CC(c2cccc(Br)c2)=NO1)N1CCc2ccccc2C1 (stereo unspecified)	0	5	8	100	-17	-3.3	-2.3	-12	-5
CC1(C)CNC(=O)c2sc(NC(=O)c3ccccc3Cl)nc2C1	21	-14	-4	100	-12	-1.5	-0.6	-6	-1
CCOc1ccc(OCCCCN(C)C)cc1	-17	0	1	104	4	35*	2.5	14	49*
Cc1ccc(C(=O)c2cc([N+](=O)[O-])ccc2N2CCN(C)CC2)cc1	49	-1	-3	103	-1	-2.9	0.1	15	-12

Part of the list above with just MEKK3 PB1 HTS, DNA FID counter and IDE act:
smiles	MEKK3 PB1 HTS	DNA FID counter	IDE act
CC1(C)CNC(=O)c2sc(NC(=O)c3ccccc3Cl)nc2C1	100	-6	-4
O=C(C1CC(c2cccc(Br)c2)=NO1)N1CCc2ccccc2C1 (stereo unspecified)	100	-12	8
CCOc1ccc(NS(=O)(=O)c2cc(NC(=O)c3ccc(C)cc3)ccc2Cl)cc1	109	-8	0
CC1=CC2=NC(=O)CC(C)(C(=O)N(CC(=O)NC3CCCC3)c3ccccc3F)N2C=C1 (stereo unspecified)	101	-8	2

More entries
SMILES	PHOSPHO1 inh	pCIP destab	IDE act	MEKK3 PB1 HTS	UBC9 SUMO inh	IMP-1 inhibitor	VIM-2 inhibitor	DNA FID counter	HCV NS3 hel inh
Cc1ccc2c(c1)C(c1ccncc1)=NNC(c1cccnc1)=N2	45	-8	2	98	22	-1.7	-2.9	0	4
N#C/C(=C\C=C\c1ccccc1)C(=O)NCc1ccco1	32	-7	4	97	1	-3.7	-2.8	-4	-1
O=C(NCCc1ccccc1)C1CCCN1C(=O)Nc1cccc(Cl)c1 (stereo unspecified)	19	6	1	102	14	0.2	0.0	-10	0
CCC(C)(C)NC(=O)CN(C(=O)C(=O)Nc1ccc2c(c1)OCCO2)N1CCOCC1	3	7	6	103	-6	-0.8	-0.8	-12	2
O=C(CN(Cc1ccco1)C(=O)c1cc(=O)[nH]c2ccccc12)Nc1ccccc1C(F)(F)F	3	-16	7	93	30	-1.2	0.2	-20	5
CC1Cc2ccccc2N1CC(=O)NC(=O)NCc1ccco1 (stereo unspecified)	10	-20	6	98	16	-3.0	0.8	-9	14
Cc1[nH]cnc1CSCc1ccc(Cl)cc1	-19	4	4	87	4	1.6	0.8	22	-1
COc1ccc(CNC(=O)c2n[nH]c3ccccc23)cc1OC	-23	-2	-2	98	-6	-0.6	-2.3	-2	-2
CC(=O)c1ccc(Oc2cc(-c3ccccc3)nc(-c3ccccc3)n2)cc1	-14	2	5	100	7	-4.0	-2.8	-8	0
COCC(=O)N1CCC(Oc2ccc(C(=O)N(C)Cc3nccs3)cc2)CC1	32	-8	6	103	2	-2.2	-2.3	-16	2
COCCN1C(=O)C(O)=C(C(C)=O)C1c1ccc(OC)c(OC)c1 (stereo unspecified)	11	-3	0	97	22	0.5	0.7	1	-2
O=C(CCC(=O)NC1CCCCC1)NCc1ccc(F)cc1	59	-11	-6	100	-5	-1.6	-0.5	-5	0
CCOC(=O)C(=O)Nc1nnc(SCc2ccc(F)cc2)s1	-5	3	2	105	1	-5.0	-3.7	-20	11
CON(c1nc(N(C)C)nc(N(C)C)n1)S(=O)(=O)c1ccccc1Cl	16	-20	7	98	20	-0.7	-2.4	-5	-3
CSc1ncccc1C(=O)Nc1cccc(C)n1	0	5	-1	99	-10	-4.7	0.3	-5	10
Cc1cc(C)cc(OCC(=O)Nc2ccc(N3CCCC3)cc2)c1	4	-12	1	102	17	-2.5	-3.0	0	-52
O=C(NCC1OCCc2ccccc21)C1COc2ccccc2O1 (stereo unspecified)	40	10	6	101	-11	-3.4	-6.0	-13	4
CCC1=Nc2cc(C(=O)NCCCN3CCOCC3)ccc2Sc2ccccc21	18	-1	1	98	2	-4.0	-2.4	26	-29
O=C(c1ccc(F)cc1)C1CCN(C(=S)Nc2ccccc2Cl)CC1	4	-6	4	103	10	-2.2	-3.1	-7	-1
Cc1ccc(C(C)C)c(OCc2nn(CC(=O)c3ccc(OC(F)F)cc3)c3[n+]2CCCCC3)c1	26	-11	9	114	-9	-3.0	-4.1	37*	-70
CS(=O)(=O)N(CC(=O)NCCSCc1c(F)cccc1Cl)c1cccc([N+](=O)[O-])c1	-30	3	2	105	-10	-4.2	-6.4	-13	2
CN(Cc1cn(C)nc1-c1ccc(Oc2ccccc2)cc1)CC1COCCO1 (stereo unspecified)	23	9	5	99	-3	0.4	1.9	8	-8
N#Cc1ccc(Oc2nc(C#N)cc(-c3ccccc3)n2)cc1	-9	-7	3	94	6	-3.6	-0.4	-2	0
O=C1OCC(CO)(CO)N=C1NNc1ccccc1Cl	82*	-4	-4	102	11	-5.1	-4.3	-4	-6
O=C(NCc1ccc2c(c1)OCO2)C1CCN(S(=O)(=O)c2cccc3nsnc23)CC1	4	-6	3	nt	2	-1.5	-3.4	2	4
CCOC(=O)c1ccc(Cl)c(NC(=O)c2cccnc2)c1	33	4	nt	99	18	-0.7	-1.2	9	-11
CN(C)c1ccc(C(=S)N2CCCCC2)cc1Br	-1	0	3	100	3	-2.3	-2.3	-7	-4
COC(=O)c1ccc(NC(=S)Nc2ccc3ccccc3c2)cc1	-34	-9	1	99	-14	5.2*	1.9	10	5
O=S(=O)(c1ccc(C2=CSC3=NCCN23)cc1)N1CCOCC1	16	-8	-5	101	22	-2.5	5.2	2	2
NC(=NCc1ccccc1)c1cccc([N+](=O)[O-])c1	19	-16	3	103	3	-5.1	-3.4	2	1
COCCN(C(=O)c1ccc2ccccc2c1)c1c(N)n(Cc2ccccc2)c(=O)[nH]c1=O	2	-4	-1	100	-6	-0.6	-1.2	-25	-2
NC(=O)COC(=O)c1cccc(S(=O)(=O)N2CCN(c3ccc(F)cc3)CC2)c1	29	-16	6	93	14	-1.5	-2.3	-8	9
Cc1ccccc1S(=O)(=O)NCc1cccnc1	13	-10	-5	98	-10	-0.1	-3.1	-3	1
Cc1[nH]c(=O)[nH]c(=O)c1S(=O)(=O)Nc1ccc(F)cc1F	34	3	4	105	12	-2.2	-2.7	-1	-4
Cc1sc2nc(N)sc2c1C	90*	-4	-5	88	0	-3.6	-0.9	0	-5
O=C(NC1CCS(=O)(=O)C1)c1ccccc1C(=O)c1ccccc1 (stereo unspecified)	11	-20	5	101	3	-2.9	-1.6	-3	0
COC(=O)CN(CCc1ccccc1)S(=O)(=O)c1ccc(OC)c(OC)c1	10	0	-1	98	-1	-0.5	-0.8	-8	-4
COCCn1c(SCC(=O)N2CC(C)OC(C)C2)nc2c([nH]c3ccccc32)c1=O (stereo unspecified)	18	-2	3	98	6	1.1	3.5	-28	10
Cc1cc(NC(=O)Nc2ccccc2)n(C(C)(C)C)n1	10	-12	4	101	3	-2.3	-3.1	-5	11
COc1cc2c(cc1NC(=O)c1ccco1)CCCC2	0	4	-3	113	0	-1.7	-0.4	-14	-3
COc1ccccc1-n1c(=O)[nH]c2c(C(N)=O)nc(CC(C)C)nc21	-11	-2	7	99	17	-4.2	-5.1	-14	0
COc1cc(Cl)ccc1OCc1cc(C(=O)NCc2cc(C(C)C)no2)no1	23	-11	8	105	-3	-0.6	0.2	-27	-11
Cc1[nH]c2ccccc2c1/C=N/n1cnnc1	-42	2	-6	98	-2	-3.0	-2.2	0	-3
CCN1C(Nc2ccccc2)=NC[C@@H]1Cc1ccccc1	-13	-6	3	100	4	-1.6	-2.7	-9	6
Cc1ccc(C(=O)Nc2cccc(Oc3ccccc3)c2)o1	0	-12	-1	nt	7	-2.4	-4.1	-11	-5

Look-ups from the entries so far.
Value for COC1CCN(C(=O)C2CCC(=O)N(CCc3cccc(F)c3)C2)CC1 (stereo unspecified) under DNA FID counter: -14
Value for O=C(NCc1ccc2c(c1)OCO2)C1CCN(S(=O)(=O)c2cccc3nsnc23)CC1 under pCIP destab: -6

Remaining list, next part
SMILES	PHOSPHO1 inh	pCIP destab	IDE act	MEKK3 PB1 HTS	UBC9 SUMO inh	IMP-1 inhibitor	VIM-2 inhibitor	DNA FID counter	HCV NS3 hel inh
Cc1cccc(NC(=O)c2ccc(OC3CSC3)cc2)c1	3	-4	-1	97	11	-0.2	0.8	-9	1
O=C(c1cnn2c(C(F)(F)F)cc(-c3ccc(F)cc3)nc12)N1CCc2ccccc2C1	53	-9	4	103	10	-2.9	-0.7	-28	-12
O=C1CCC(C(=O)N2CCSCC2)CN1CCc1cccc(F)c1 (stereo unspecified)	43	-6	-3	107	7	-1.4	-3.3	-10	0
O=C(NCC1CCCO1)c1cc2c([nH]c3ccccc32)c(-c2ccc(F)cc2)n1 (stereo unspecified)	13	-5	7	99	-18	-3.0	-4.2	-21	9
CCOc1ccc(C(=O)N2CCc3ccccc32)cc1OCC	15	2	5	109	9	-2.3	-2.4	-31	-5
O=C(COc1ccc2ccccc2c1)Nc1ccc(S(=O)(=O)N2CCCCCC2)cc1	-23	-10	-5	112	12	-5.3	-2.0	-6	-2
Cc1cc(C)n(-c2nc(NCCCN(C)C)c3c4c(sc3n2)COC(C)(C)C4)n1	28	-44	nt	95	4	-4.1	1.9	17	-10
O=C(Oc1c(CN2CCOCC2)cc(Cl)c2cccnc12)c1cccs1	-4	9	-4	91	-9	-0.6	3.6	-1	-9
